GAA850 FXN act: frataxin GAA850 promoter activation; HEK293 lucGAA850 FXN promoter luciferase reporter, 24 h; percent of 10 µM SAHA response; activation, % at 6 µM; 360,000 tested, 0.56% active; AID 540364;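 active = activation above the average of all compounds screened plus 3 SD, cutoff fixed separately per campaign, cut at about 7.5% in these data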;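 note: 0% = DMSO wells and 100% = 10 µM SAHA wells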
SMARCA2 act: increases SMARCA2 function in MMTV reporter cells; 370,000 tested, 1% active; activation, % at 9.1 µM; MG213 cells, MMTV-luciferase reporter, dexamethasone, overnight; in the data active = activation above about 7.8%;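 note: 0% = vehicle wells and 100% = reference activator wells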
ADAM17 inh: inhibits human ADAM17; P78536; recombinant ADAM17, EDANS/DABCYL FRET peptide cleavage; inhibition, % at 6.95 µM; 370,000 tested, 0.83% active; AID 720648;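 active = inhibition above the mean of compounds lying between control limits plus 3 SD, set per campaign, cut at about 8.5% in these data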;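 note: 0% = DMSO-only wells as the low control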
DAX1 inh-1: DAX1 (NR0B1) inhibition, primary screen | HEK293T StAR-luciferase reporter, SF-1/DAX-1 repression relief | inhibition, % at 6.8 µM | 370,000 tested, 1.1% active | AID 652010;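 active = inhibition above the mean over all tested compounds plus 3 SD, cut at about 3.6% in these data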;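 note: 0% = DAX-1 cells with DMSO and 100% = cells lacking DAX-1 with DMSO; higher inhibition means more luminescence from relief of DAX-1 repression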
PG9 binder: small molecules binding HIV-1 gp120 antibody PG9. TR-FRET gp120-PG9 antibody binding. inhibition, % at 6.7 µM. 360,000 tested, 0.43% active. AID 624416; in the data active = inhibition above about 8.5%
hgDAF-12 ag: activates the H. glycines DAF-12 receptor ligand-binding domain; HEK293 GAL4-hgDAF12 UAS-luciferase reporter, agonist luminescence; normalized to butyrate control; activation, % at 6.8 µM; 370,000 tested, 1.8% active; AID 687014;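 active = activation above a cutoff set at the mean of all screened compounds plus 3 SD, cut at about 10% in these data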;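 note: 0% = DMSO wells and 100% = sodium butyrate wells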
DAX1 inh-2: inhibitors of human orphan nuclear receptor DAX1 (NR0B1); AID 504766; inhibition, % at 6.75 µM; HEK293 Gal4-DAX1 luciferase reporter, luminescence; 340,000 tested, 0.99% active;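 active = inhibition above the mean over all tested compounds plus 3 SD, cut at about 4.2% in these data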;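 note: 0% = DAX1-transfected cells with DMSO and 100% = empty-vector control cells with DMSO; inhibition shows as a rise in luminescence from relieved DAX1 repression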
hcDAF-12 act: activators of H. contortus DAF-12 nuclear receptor; HEK293 hcDAF-12 lit1-tk-luc reporter, luminescence; 0% DMSO, 100% Δ7-dafachronic acid; activation, % at 6.8 µM; 370,000 tested, 1.4% active; AID 652067;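 active = activation above the mean of all tested compounds plus 3 SD, cut at about 5.5% in these data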;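 note: 100% = response to 3 µM Δ7-dafachronic acid high control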
GC-A act: GC-A (human) enzyme activation. P16066. HEK293 GC-A cells, cGMP TR-FRET, EC30 ANP; 0% at EC30 ANP, 100% saturating ANP. activation, % at 10 µM. 370,000 tested, 0.14% active. AID 1671463; in the data active = activation above about 40%
Target sequence (P16066 whole entry, looked up): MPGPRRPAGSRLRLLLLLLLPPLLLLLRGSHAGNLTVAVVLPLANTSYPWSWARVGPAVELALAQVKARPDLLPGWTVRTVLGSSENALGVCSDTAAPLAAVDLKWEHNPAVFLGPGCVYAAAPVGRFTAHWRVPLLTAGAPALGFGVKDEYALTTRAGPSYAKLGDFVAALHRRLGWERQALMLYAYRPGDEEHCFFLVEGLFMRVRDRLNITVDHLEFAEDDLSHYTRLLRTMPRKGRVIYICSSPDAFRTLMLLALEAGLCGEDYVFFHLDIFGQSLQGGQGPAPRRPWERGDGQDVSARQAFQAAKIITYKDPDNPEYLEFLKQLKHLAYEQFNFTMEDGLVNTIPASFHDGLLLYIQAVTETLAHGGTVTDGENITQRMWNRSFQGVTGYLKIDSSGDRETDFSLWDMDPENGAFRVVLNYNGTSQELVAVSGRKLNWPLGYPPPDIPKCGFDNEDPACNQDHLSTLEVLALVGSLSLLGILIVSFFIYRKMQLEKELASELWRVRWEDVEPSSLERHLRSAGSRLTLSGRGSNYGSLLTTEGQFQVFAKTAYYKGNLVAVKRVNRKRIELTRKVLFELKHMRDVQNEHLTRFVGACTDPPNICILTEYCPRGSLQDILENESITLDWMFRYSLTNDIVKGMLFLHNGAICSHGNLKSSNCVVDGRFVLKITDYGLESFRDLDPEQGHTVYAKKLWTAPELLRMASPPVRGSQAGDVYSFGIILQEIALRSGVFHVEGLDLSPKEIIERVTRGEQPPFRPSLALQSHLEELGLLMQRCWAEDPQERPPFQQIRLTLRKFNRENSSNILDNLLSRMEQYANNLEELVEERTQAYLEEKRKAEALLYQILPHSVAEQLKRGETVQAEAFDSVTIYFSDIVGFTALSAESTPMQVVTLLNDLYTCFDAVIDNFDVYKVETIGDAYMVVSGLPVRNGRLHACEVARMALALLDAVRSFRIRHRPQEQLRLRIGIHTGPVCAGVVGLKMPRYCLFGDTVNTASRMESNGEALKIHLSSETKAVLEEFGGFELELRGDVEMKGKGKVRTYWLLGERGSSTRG
ssDAF12 agonist: activates DAF-12 receptor from parasite S. stercoralis | 370,000 tested, 1% active | HEK293 ssDAF-12/GRIP1 lit1-tk-luc reporter, luminescence; % of 3 µM dafachronic acid response | AID 652126 | activation, % at 6.8 µM;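 active = activation above the mean over all tested compounds plus 3 SD, cut at about 0.9% in these data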;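 note: 0% = DMSO-only wells and 100% = 3 µM delta7-dafachronic acid wells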
ADAM10 inh: inhibits human ADAM10; O14672; AID 720582; recombinant ADAM10, EDANS/DABCYL FRET peptide cleavage, 3 h; 370,000 tested, 0.62% active; inhibition, % at 7 µM;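 active = inhibition above a per-campaign cutoff equal to the mean of compounds falling between control-based bounds plus 3 SD, cut at about 20% in these data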;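 note: 0% = DMSO wells while the 100% control is not disclosed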
An asterisk follows results filed as active; · = no result given.

structure	GAA850 FXN act	SMARCA2 act	ADAM17 inh	DAX1 inh-1	PG9 binder	hgDAF-12 ag	DAX1 inh-2	hcDAF-12 act	GC-A act	ssDAF12 agonist	ADAM10 inh
CCC(C)NS(=O)(=O)c1ccc(NC(=O)c2ccc([N+](=O)[O-])cc2Cl)cc1 (centres undefined)	-1.2	-4	4	-1.9	-3.0	-6.8	-0.2	-2.4	-8	-1.9	18
CC1CN(C2CCN(C(=O)COc3ccc(Cl)cc3)CC2)CC(C)O1 (centres undefined)	0.6	2	-2	0.1	-1.9	0.6	-1.1	-0.3	2	-1.3	2
COc1ccc(S(=O)(=O)N(C)C[C@H]2Oc3c(NC(=O)c4ccncc4)cccc3C(=O)N([C@H](C)CO)C[C@@H]2C)cc1	-0.2	-1	0	-0.5	2.5	-1.9	3.9	-1.3	1	-1.1	7
COc1cccc(CN(C)C(=O)C(Cc2ccccc2)NC(=O)c2ccccc2)c1OC (centres undefined)	-2.7	-3	-2	-5.8	-1.3	-4.4	-2.4	-1.9	-5	-1.2	7
Clc1ccc(CN2CC[C@H]3C=CCc4cccc(c43)C2)cc1	-1.5	-1	-3	-0.2	0.7	-0.2	0.6	-0.2	2	-1.4	-44
CC(/C=N/NC(=O)c1ccccc1C)=C\c1ccccc1	3.5	-2	-2	0.5	-2.1	3.2	·	1.9	-1	-0.5	2
O=C(N[C@@H](Cc1ccccc1)c1nc2ccccc2[nH]1)c1cc([N+](=O)[O-])ccc1Cl	2.5	1	-3	0.0	-0.8	1.2	1.1	0.0	-3	-1.2	0
COc1ccc(C(=O)NNC(=O)CCC(=O)Nc2cc(C)on2)cc1	0.6	1	0	0.1	-2.9	0.7	-0.9	-1.7	1	-0.3	1
COc1cc(/C=N/NC(=O)c2cc(-c3cccc(Br)c3)nc3ccccc23)cc(OC)c1O	1.4	-4	-2	-0.1	1.1	-0.8	-0.9	-1.3	6	-0.2	-3
Cc1ccc(C)c(-n2nnnc2Sc2nc([N+](=O)[O-])nn2C)c1	-4.7	6	-4	-0.5	0.8	-0.1	0.1	-1.8	-2	-0.9	4
CCOC(=O)C1=C(O)CSC1=Nc1ccc(C)cc1	1.5	1	-5	1.4	-1.4	0.6	-2.8	-1.0	5	-1.4	-8
O=C(O)C1C2CC2CN1C(=O)c1ccc(Cl)cc1Cl (centres undefined)	0.9	-4	-4	-0.4	1.8	2.3	·	-0.5	3	-0.8	-5
COc1cccc(CC(=O)Nc2ccccc2C(=O)N2CCOCC2)c1	-0.3	-2	1	0.6	-1.4	-2.6	0.9	0.3	-2	-0.9	0
COc1cc(NC(=S)NCCCN(C)C)c(OC)cc1NC(=O)c1ccco1	2.5	1	-8	-0.2	-1.5	0.4	-1.8	-0.8	-6	-0.9	-1
CCCCN1CCNC[C@@H]1Cc1ccc(O)cc1	0.4	2	1	-0.5	1.0	-0.2	-0.3	2.3	2	-0.9	3
O=C1C=C(c2ccccc2)CC(c2ccc(F)cc2)C1 (centres undefined)	0.1	2	0	-0.4	0.1	-0.4	-0.4	-1.9	6	-1.7	-3
COc1ccc(/C=C2/C(=O)N(c3c(F)c(F)c(F)c(F)c3F)N=C2C)cc1	2.1	-3	2	-0.7	-0.3	-3.0	-1.8	2.3	46*	-1.4	3
O=S(=O)(Nc1ccc(-n2cnnn2)cc1)c1ccc(F)c(F)c1F	-0.6	-1	-5	0.2	-2.0	-4.6	-1.4	1.2	1	-1.2	-1
Cc1c(C)n(C(=O)CSc2nc3ccccc3[nH]2)c2ccccc12	1.0	-2	-2	0.0	-2.7	3.8	1.0	3.1	-4	0.3	9
C=CC[C@@H](CC(=O)OC(C)(C)C)C(=O)OC[C@H]1CCCN1C(=O)[C@@H](CC=C)CC(=O)N[C@H](CO)Cc1ccccc1	-0.2	0	-1	-0.5	-0.7	-4.5	-1.3	-0.5	2	-1.4	6

Remaining list, next part
structure	GAA850 FXN act	SMARCA2 act	ADAM17 inh	DAX1 inh-1	PG9 binder	hgDAF-12 ag	DAX1 inh-2	hcDAF-12 act	GC-A act	ssDAF12 agonist	ADAM10 inh
O=C(O)C1C2CCC(O2)C1C(=O)Nc1cccc(Cl)c1 (centres undefined)	5.8	1	-1	0.0	-0.1	5.0	4.2	-1.2	6	-0.2	4
CCOc1cc(C(=O)NC(C)COC)cc(OCC)c1OCC (centres undefined)	3.7	-1	-1	0.2	2.6	1.9	1.1	1.3	1	-1.1	3
Cc1nn(CC(=O)NC(C)c2ccccc2)c(C)c1[N+](=O)[O-] (centres undefined)	0.0	-3	4	0.1	0.8	0.4	0.1	-0.5	2	-1.7	-2
COc1cccc(CNC(=O)c2ccc(NC(=O)C3=CSCCO3)cc2)c1	4.3	-1	-3	0.7	-3.4	2.1	0.0	0.9	-2	-0.8	10
O=C(Cc1ccc(Cl)cc1)NC1CCCN(Cc2ccccc2F)C1 (centres undefined)	0.9	2	0	0.6	0.0	-1.0	1.2	-0.5	-7	-1.5	7
CCc1cccc(NS(=O)(=O)c2c(C)[nH]c(=O)[nH]c2=O)c1	-1.4	-1	-1	0.0	-0.2	-1.3	1.8	-1.1	0	-0.6	-3
CCOC(=O)C1=C(C)NC(=O)NC1c1ccc(N(C)C)cc1 (centres undefined)	-0.1	-2	-2	0.3	-1.8	1.3	0.0	1.3	0	-0.6	-5
CC1CCN(S(=O)(=O)c2cccc(C(=O)NC3CCCCC3)c2)CC1	-1.8	-4	-6	-0.1	-0.4	-1.4	-1.4	-1.0	0	-1.4	6
COc1cccc(NC(=O)CC2(CC(=O)O)CCCC2)c1	0.3	0	1	0.1	0.1	-0.2	0.0	0.8	1	-2.0	0
COc1cccc(N2C(=O)[C@H]3C(C(=O)c4cnccn4)=NN[C@H]3C2=O)c1	1.0	1	-2	0.3	-1.2	3.9	·	-1.0	5	-1.0	12
O=C(O)CCCC(=O)NCc1c(Cl)cccc1Sc1ccc(Cl)cc1	1.0	-1	-2	0.2	-1.4	-0.1	3.4	-1.2	5	-1.8	-1
CCCC1C(=O)N2C(N(C)C)=Nc3ccc(C)cc3N2C1=O (centres undefined)	0.2	1	-3	-0.1	-1.5	0.8	-0.1	-0.9	3	-1.3	4
Cc1cc(C)cc(OC(C)C(=O)Nc2ccc3c(c2)n(C)c(=O)n3C)c1 (centres undefined)	2.4	-2	-7	-0.7	-0.5	-2.0	0.1	-2.9	2	-1.2	2
COCCCN(C(=O)Cc1coc2cc(C)c(C)cc12)c1c(N)n(Cc2ccccc2)c(=O)[nH]c1=O	1.6	0	-5	-1.1	-0.5	1.1	2.9	0.2	0	-0.8	-9
Cc1cc(C(=O)N/N=C/c2cc(Br)c(Br)o2)n[nH]1	1.2	0	-3	-0.1	-0.9	5.4	-1.2	1.1	0	-0.1	-7
CCn1cc(CCC(=O)NCCN2CCOCC2)c2ccccc21	2.2	4	-4	-0.1	0.1	-1.1	2.7	-0.9	5	-1.1	-10
COc1ccc(C(=O)CN2C(=O)c3ccccc3S2(=O)=O)cc1	-11	-10	-6	-2.3	0.1	-15	·	-8.5	9	-3.3	-4
Cn1cnc(S(=O)(=O)N2CCN(c3ccc(Cl)cc3)CC2)c1	-0.7	-3	-4	-0.5	0.8	-3.7	0.0	-0.2	4	-1.5	-6
O=C(CCl)NN1C(=O)NC(c2ccccc2)(c2ccccc2)C1=O	1.1	1	-2	-1.0	0.2	-5.0	-0.7	-2.4	-1	-1.1	5
Cc1ccc(NC(=O)CC2NCCNC2=O)cc1Cl (centres undefined)	1.9	6	1	-0.7	0.3	2.1	0.4	0.2	2	-0.5	3

Molecules listed so far that contain a COOH group:
structure	GAA850 FXN act	SMARCA2 act	ADAM17 inh	DAX1 inh-1	PG9 binder	hgDAF-12 ag	DAX1 inh-2	hcDAF-12 act	GC-A act	ssDAF12 agonist	ADAM10 inh
O=C(O)C1C2CC2CN1C(=O)c1ccc(Cl)cc1Cl (centres undefined)	0.9	-4	-4	-0.4	1.8	2.3	·	-0.5	3	-0.8	-5
O=C(O)C1C2CCC(O2)C1C(=O)Nc1cccc(Cl)c1 (centres undefined)	5.8	1	-1	0.0	-0.1	5.0	4.2	-1.2	6	-0.2	4
COc1cccc(NC(=O)CC2(CC(=O)O)CCCC2)c1	0.3	0	1	0.1	0.1	-0.2	0.0	0.8	1	-2.0	0
O=C(O)CCCC(=O)NCc1c(Cl)cccc1Sc1ccc(Cl)cc1	1.0	-1	-2	0.2	-1.4	-0.1	3.4	-1.2	5	-1.8	-1

Later entries:
structure	GAA850 FXN act	SMARCA2 act	ADAM17 inh	DAX1 inh-1	PG9 binder	hgDAF-12 ag	DAX1 inh-2	hcDAF-12 act	GC-A act	ssDAF12 agonist	ADAM10 inh
CC1CCC/C(=N/Nc2nc3ccccc3s2)C1 (centres undefined)	3.4	-3	3	3.1	-5.0	-0.5	5.3*	6.4*	0	0.4	15
Cc1nn(CCOc2ccccc2)c(=O)n1-c1ccc(F)cc1	2.7	-2	-6	0.0	1.9	4.8	1.7	-0.8	5	-0.2	-6
COc1ccc(-c2ccc(CN3C(CC(C)C)C(=O)N(Cc4cn(CCC5OCCO5)nn4)CCS3(=O)=O)cc2)cc1OC (centres undefined)	-2.9	3	3	1.6	-1.1	-0.3	-1.5	-2.6	2	-1.6	4
COc1ccc(NC(=O)N2CCCC(C(=O)Nc3cccc(C)c3C)C2)cc1 (centres undefined)	1.4	3	-2	-0.3	-2.4	1.7	-0.5	-3.0	4	-1.0	-6
